M1 ag = human M1 muscarinic receptor agonism; CHO-K1 hM1, Fluo-8 calcium fluorescence, agonist mode; 0% DMSO, 100% acetylcholine EC100; AID 588814; 360,000 compounds, 0.33% hits; activation, % at 3 µM; P11229;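 active = activation above the run's mean compound activation plus 3 SD, cut at about 16% in these data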;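 note: peak over basal fluorescence ratio within a 140 s kinetic read after compound addition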
Target sequence (P11229 whole entry, looked up): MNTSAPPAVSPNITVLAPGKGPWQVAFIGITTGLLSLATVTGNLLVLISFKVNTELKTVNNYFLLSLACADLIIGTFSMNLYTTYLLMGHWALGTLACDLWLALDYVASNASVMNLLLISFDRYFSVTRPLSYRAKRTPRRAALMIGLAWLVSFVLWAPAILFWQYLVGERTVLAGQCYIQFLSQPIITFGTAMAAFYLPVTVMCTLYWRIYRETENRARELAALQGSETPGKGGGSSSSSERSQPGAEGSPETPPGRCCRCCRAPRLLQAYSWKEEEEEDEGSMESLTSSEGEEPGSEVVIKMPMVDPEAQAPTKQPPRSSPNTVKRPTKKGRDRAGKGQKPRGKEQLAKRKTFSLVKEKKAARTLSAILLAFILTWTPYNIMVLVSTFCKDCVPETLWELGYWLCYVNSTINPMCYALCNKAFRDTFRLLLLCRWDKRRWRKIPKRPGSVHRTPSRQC
M1 PAM = potentiates human M1 receptor response to acetylcholine. P11229. CHO-K1 hM1, Fluo-8 calcium fluorescence, ACh EC20; 0% = ACh EC20, 100% = maximal ACh. activation, % at 3 µM. 360,000 compounds, 0.088% hits. AID 588819; in the data active = activation above about 19%, passing the limit was not always enough
TAAR1 antagonist = antagonists of human TAAR1; AID 624466; inhibition, % at 3 µM; CHO RD-HGA16 TAAR1, Fluo-8 calcium fluorescence, antagonist; Q96RJ0; 360,000 compounds, 1.5% hits;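 active = inhibition above a per-plate cutoff, the mean inhibition of test compounds on that plate plus 3 SD, cut at about 49% in these data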;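 note: 0% = DMSO plus EC80 beta-PEA response and 100% = DMSO alone without agonist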
Target sequence (Q96RJ0 whole entry, looked up): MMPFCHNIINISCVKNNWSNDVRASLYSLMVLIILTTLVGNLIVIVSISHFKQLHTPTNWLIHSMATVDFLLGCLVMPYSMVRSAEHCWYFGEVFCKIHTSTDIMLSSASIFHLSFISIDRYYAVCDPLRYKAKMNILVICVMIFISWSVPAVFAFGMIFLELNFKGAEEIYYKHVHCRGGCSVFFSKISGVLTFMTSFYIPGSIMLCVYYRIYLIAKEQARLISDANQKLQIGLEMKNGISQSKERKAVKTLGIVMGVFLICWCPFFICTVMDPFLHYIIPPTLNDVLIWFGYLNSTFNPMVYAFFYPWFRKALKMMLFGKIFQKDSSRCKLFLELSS
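Test system: CHO RD-HGA16 cells bearing hTAAR1 | Reagent: β-PEA, EC80 | Compound dosing: 3 µM, single point | Schedule: Dye loading 75 min at 37 °C, then 30 min room temperature | Signal: Calcium fluorescence with Fluo-8 | Evaluation: Percent inhibition of PEA-evoked calcium signal, max/basal emission ratio | Control set: DMSO-only wells and EC80 β-PEA-stimulated wells | Repeats: Singlicate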
CHRM1 antagonist = blocks human M1 muscarinic receptor. P11229. CHO-K1 hM1, Fluo-8 calcium fluorescence, ACh EC80 antagonist. inhibition, % at 3 µM. 360,000 compounds, 1.3% hits. AID 588852;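 active = percent inhibition above its own plate's cutoff, namely the mean of that plate's compound wells plus 3 SD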;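 note: peak over basal fluorescence ratio during 140 s after agonist addition; 0% = ACh EC80 plus DMSO and 100% = DMSO alone without agonist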
CHO-K1 Ca antag = M1 antagonist counterscreen hit in parental CHO-K1 cells; AID 602250; inhibition, % at 3 µM; 360,000 compounds, 0.6% hits; ATP-induced calcium, Fluo-8 fluorescence;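 active = inhibition above a per-plate cutoff, the plate's mean sample inhibition plus 3 SD, cut at about 24% in these data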;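 note: 0% = DMSO plus EC80 ATP and 100% = DMSO alone without ATP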
M1 ag parental = M1 agonist counterscreen hit in parental CHO-K1 cells. Fluo-8 calcium fluorescence; scaled to maximal ATP response, vehicle zero. activation, % at 3 µM. AID 602248. 360,000 compounds, 0.48% hits; in the data active = activation above about 15%;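 note: untransfected CHO-K1 host cells lacking M1 receptor as counterscreen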
M1 PAM parental = nonselective activator or artifact in parental CHO-K1 calcium assay; ATP EC20, Fluo-8 calcium fluorescence; 0% at ATP EC20, 100% at ATP max; activation, % at 3 µM; 360,000 compounds, 0.02% hits; AID 602247;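 active = activation above the run cutoff, the mean activation of all test compounds plus 3 SD, cut at about 40% in these data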;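 note: peak over basal fluorescence ratio in a 140 s read after ATP addition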
TAAR1 agonist = human TAAR1 agonism; 360,000 compounds, 0.99% hits; activation, % at 3 µM; CHO RD-HGA16 TAAR1, Fluo-8 calcium fluorescence; vehicle wells 0%, saturating PEA agonist 100%;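 active = activation above the mean activation of all test compounds in the run plus 3 SD, cut at about 38% in these data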
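System: CHO-derived RD-HGA16 cells with stable Gα16 and human TAAR1. Times: 17-24 h plating, Fluo-8 75 min 37 °C, 30 min RT. Measured by: calcium-sensitive Fluo-8 signal, excitation 470-495, emission 515-575 nm. Read-out basis: % activation relative to PEA EC100 response. Control set: DMSO and PEA EC100. Repeats: no replicates (n 1).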
CHO parental Ca = signal in parental CHO cells, OX1R antagonist counter-screen | parental CHO-K1, ATP-induced calcium, Fluo-8 fluorescence | inhibition, % at 5.6 µM | 330,000 compounds, 0.63% hits | AID 463079;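 active = inhibition above that plate's mean sample inhibition plus 3 SD, cut at about 26% in these data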;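 note: 0% = ATP-challenged DMSO wells and 100% = DMSO wells without ATP; some compounds past the cut are filed as inactive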
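Assay system – parental CHO cells · Reagent – ATP stimulus · Detection – intracellular calcium via Fluo-8 no-wash fluorescent dye · Evaluation – percent inhibition of ATP-evoked calcium rise, normalized to controls · Controls – ATP wells versus no-ATP DMSO wells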
Active calls of the source: *; nt = no result given.

Structure	M1 ag	M1 PAM	TAAR1 antagonist	CHRM1 antagonist	CHO-K1 Ca antag	M1 ag parental	M1 PAM parental	TAAR1 agonist	CHO parental Ca
O=C(NCC(c1ccco1)N1CCOCC1)c1ccc([N+](=O)[O-])cc1 (stereo unspecified)	-2.9	10.8	-8.8	-16.7	-6.5	0.6	12.0	3.6	-8.7
CCOC(CNC(=O)C1CCN(S(=O)(=O)c2ccc3nc4c(c(C(=O)O)c3c2)CC(C)CC4)CC1)OCC (stereo unspecified)	-1.4	-3.0	7.3	12.6	-4.5	1.0	-2.2	2.2	-4.2
CCNC(=O)C1(C)CCCN(Cc2cccc3c2OCCO3)C1 (stereo unspecified)	-8.1	3.3	-19.8	-9.8	-14.0	0.5	7.3	1.5	nt
COc1ccc(/C=C(\NC(=O)c2ccccc2)C(=O)NCc2cccnc2)cc1	-1.4	12.2	-6.4	-22.3	-16.2	1.9	-1.9	4.3	-4.2
O=C(Nc1cccc(-n2cnnn2)c1)c1cccc(Cl)c1	0.6	-2.9	10.9	6.6	5.2	4.2	10.5	16.7	-20.4
O=C(CC1SC(=Nc2ccc(OC(F)F)cc2)N(CCN2CCOCC2)C1=O)Nc1ccccc1 (stereo unspecified)	-2.3	2.5	2.4	-16.5	5.8	1.4	5.0	4.6	-13.2
O=S(=O)(c1ccccc1)N(CC1CO1)c1cc(Cl)ccc1Cl (stereo unspecified)	-5.2	-6.6	13.9	7.2	-8.0	-0.4	-19.4	7.4	-7.8
Cc1cccc(NC(=O)CS(=O)(=O)c2c[nH]c3ccccc23)c1C	-2.0	11.1	11.2	-18.8	-9.2	1.2	7.8	8.1	-19.8
C[C@H](N)c1nnc(SCc2c(Cl)cccc2Cl)o1	-3.1	5.9	3.7	2.4	-6.8	-0.3	1.9	12.1	-4.2
Cc1ccc(OC(C)C(=O)N(C)c2ccccc2)c([N+](=O)[O-])n1 (stereo unspecified)	-2.7	1.5	-17.9	-1.5	-11.5	1.0	19.0	3.0	-10.6

One compound at a time (already shown). Values in the order: M1 ag, M1 PAM, TAAR1 antagonist, CHRM1 antagonist, CHO-K1 Ca antag, M1 ag parental, M1 PAM parental, TAAR1 agonist, CHO parental Ca
Shown for Cc1ccc(OC(C)C(=O)N(C)c2ccccc2)c([N+](=O)[O-])n1 (stereo unspecified) : -2.7, 1.5, -17.9, -1.5, -11.5, 1.0, 19.0, 3.0, -10.6
Shown for O=C(NCC(c1ccco1)N1CCOCC1)c1ccc([N+](=O)[O-])cc1 (stereo unspecified) : -2.9, 10.8, -8.8, -16.7, -6.5, 0.6, 12.0, 3.6, -8.7

(list continues)
Structure	M1 ag	M1 PAM	TAAR1 antagonist	CHRM1 antagonist	CHO-K1 Ca antag	M1 ag parental	M1 PAM parental	TAAR1 agonist	CHO parental Ca
COCCNC(=O)C(OC(=O)c1ccco1)c1ccccc1OC (stereo unspecified)	-3.5	4.4	-6.4	-12.6	-2.7	0.1	3.4	4.7	3.7
CC1=C(CC(=O)c2ccc(Cl)cc2)C(=O)c2ccccc2C1=O	-6.3	2.8	15.9	-0.4	12.0	-0.4	-5.5	6.2	-8.9
CCCC(c1nnnn1C(C)(C)C)N1CCN(c2ccccc2)CC1 (stereo unspecified)	-7.4	-2.6	5.9	-1.0	2.8	-0.3	-10.0	7.8	-0.7
COc1ccc(OC)c(NC(=O)/C=C/c2ccc(S(=O)(=O)N3CCOCC3)cc2)c1	-3.3	5.0	6.8	-11.5	-5.3	1.8	-3.7	2.5	nt
Cc1nn(CSc2c(F)c(F)c(F)c(F)c2F)c(C)c1[N+](=O)[O-]	-7.3	8.8	-14.6	-9.2	-21.1	0.4	25.3	3.0	-7.2
CCN(CC)S(=O)(=O)c1ccc(N2CCOCC2)c(NS(=O)(=O)c2ccc(C)cc2)c1	-9.7	6.5	-1.1	-3.5	-0.3	6.4	26.5	5.5	-13.5
CC[C@]12c3[nH]c4ccc(OC)cc4c3CCN1C(=O)C(CC(=O)NCCCN(C)C)C[C@@H]2C(=O)N1CCN(C(=O)C2CC2)CC1 (stereo partly specified)	-7.3	3.8	-29.9	-8.5	-16.4	0.1	14.6	12.6	-5.8
COc1ccccc1Cn1c(C)c(C(=O)NCc2cccc(C)c2)sc1=O	-7.5	3.4	-28.0	0.8	22.0	0.4	-0.5	2.5	nt
CC12CCC(C(=O)NCCN3CCCCC3)(CC1=O)C2(C)C (stereo unspecified)	-8.2	2.5	9.7	-4.0	-12.0	0.6	13.9	5.5	-0.2
Cc1ccc(NC(=O)CCC(=O)OCC(F)(F)C(F)F)cc1	-4.9	5.2	-11.4	-10.0	-0.1	-0.2	6.9	4.2	-8.1
Cc1ccc(C)c(Cn2nnc3c(=O)[nH]c(C4CCCN(S(=O)(=O)Cc5ccccc5)C4)nc32)c1 (stereo unspecified)	-3.2	3.9	-22.2	-5.8	-14.0	0.7	-1.8	-1.8	2.9
COc1ccccc1C(=O)Nc1ccccc1SC	-2.4	6.6	-7.4	-6.5	-0.2	-0.4	-11.9	14.5	-24.2
CC(=O)N1CCc2cc(Br)cc(S(=O)(=O)NCCCN(C)Cc3ccccc3)c21	-10.6	-3.4	-28.2	4.8	-21.2	-0.1	11.3	-0.6	-22.7
O=C(NNc1ccccc1[N+](=O)[O-])NC1CCCCC1	-11.6	-2.3	11.9	-2.1	-2.3	0.2	8.1	2.3	1.6
Cc1ccc(C(=O)CC2(O)C(=O)N(Cc3ccc4c(c3)OCO4)c3ccccc32)cc1 (stereo unspecified)	-3.9	2.5	4.3	-24.5	-15.4	1.5	18.5	6.6	-16.0
O=C(OCc1ccccc1)N1CCC2CC1c1cc(/C=C/CCCSc3ncccn3)ccc12 (stereo unspecified)	-4.4	-1.0	9.4	0.7	-9.5	1.3	20.7	0.2	nt
COc1cc2c(cc1OC)C(=Cc1ccc(N(C)C)cc1)C=C2	-5.8	-3.7	8.6	-3.5	-20.3	-0.1	20.4	1.1	nt
O=P1(c2ccccc2)C=Cn2c1cc1c2CCCC1 (stereo unspecified)	-3.1	4.7	12.1	-8.9	-15.8	0.5	7.7	-1.7	1.2
O=C(COC(=O)c1cccc(F)c1)Nc1ccc(Cl)cn1	-2.1	7.7	-21.1	-5.5	-14.7	0.6	17.5	14.1	-2.4
COc1ccc2c(c1)C=C(CN1CCN(Cc3ccccc3C)C(CCO)C1)CO2 (stereo unspecified)	-7.0	-8.1	-6.6	-2.4	-4.7	3.2	19.1	0.6	-14.2
O=C(c1ccoc1)N1CCN(c2cc(-c3ccccc3)nc3cc(-c4ccccc4)nn23)CC1	6.2	12.1	27.4	-4.8	-1.9	0.9	-10.4	-0.2	nt
COc1cc(-c2nc(CN(C)C(C)c3ccncn3)c(C)o2)ccc1F (stereo unspecified)	-8.6	13.7	16.5	-12.3	-3.5	-0.2	9.8	14.1	-11.2
COc1ccc(S(=O)(=O)n2cccc2)cc1OC	-2.6	2.7	-11.1	-5.0	-7.7	1.1	14.0	0.6	2.1
Cc1ccc2c(Cl)cc(Cl)c(OCC(=O)NC(C)(C)C)c2n1	-1.8	6.8	-12.6	-3.9	-14.1	-0.6	9.2	5.5	-13.6
CN(C)S(=O)(=O)c1ccc(Cl)c(C(=O)OCC(=O)c2ccco2)c1	-0.6	3.2	-8.3	-13.8	-3.2	1.1	-10.8	5.7	-6.0
Cc1c(C=NNc2ccccc2)[nH]c(=O)[nH]c1=O	-3.7	5.4	1.9	-10.0	-11.0	0.0	9.4	57.7*	nt
O=[N+]([O-])c1cccc(S(=O)(=O)N2CCC(c3nc(-c4ccncc4)no3)CC2)c1	-4.8	1.7	-14.3	-2.1	-5.6	0.1	6.2	4.7	1.7
Cn1c(=O)c2c(SCC(=O)N3CCOCC3)nc(C3CC3)nc2n(C)c1=O	-7.2	5.5	7.3	-10.6	-6.8	0.4	22.8	1.0	-0.8
CCn1ccnc1CNCc1cn(-c2cc(C)ccc2C)nc1-c1ccccc1	-11.0	4.1	-8.7	-5.9	-6.5	2.4	5.3	2.0	-14.5
COc1ccc(-n2ncc3c(NCCN4CCOCC4)ncnc32)cc1	-2.6	-0.6	nt	6.8	12.1	0.2	-7.5	nt	4.6
CCN(CC)c1ccc(NC(=O)c2ccccn2)cc1S(=O)(=O)Nc1ccccc1OC	-2.9	-4.7	-17.6	0.0	0.4	0.2	-10.9	-0.4	nt
CCOc1ccc(C(=O)N(CN2CCCC2=O)c2cccc(Cl)c2)cc1	-5.4	5.9	-15.8	-6.1	-21.7	1.2	12.7	3.4	-0.5
C[C@@H]1CN([C@H](C)CO)C(=O)CCCn2nncc2CO[C@H]1CN(C)C(=O)Nc1ccc(N2CCCCC2)cc1	-7.5	4.2	-10.8	-12.8	-9.1	0.8	9.1	2.0	nt
CCC(C)(C)NC(=O)CN(Cc1ccco1)C(=O)CCC(=O)Nc1nccs1	-5.8	4.1	3.7	-0.5	-8.8	0.3	1.7	4.4	-1.4
O=C(Nc1ccn(CCCN2CCN(Cc3ccc(F)cc3)CC2)c(=O)n1)OCc1ccccc1	-9.8	-25.9	-2.6	39.4*	3.4	1.2	4.7	1.9	nt
N/C(Cc1ccc([N+](=O)[O-])cc1)=N\OC(=O)c1ccc(Br)o1	-6.5	2.3	-8.7	3.7	8.6	0.5	-0.8	-0.2	-5.4
CC1N=C2c3ccccc3N=C(SCc3cc(=O)n4cc(Cl)ccc4n3)N2C1=O (stereo unspecified)	-3.6	-6.6	-8.4	11.0	-3.0	1.1	5.2	7.4	-14.8
COc1cc(/C=N/Nc2ccc(F)cc2F)cc(OC)c1OC	-8.7	5.3	12.9	-7.2	-2.8	1.4	22.7	3.3	-10.6
CCN1CCN(c2ccc(NC(=O)COc3ccc([N+](=O)[O-])cc3)cc2)CC1	-6.0	-15.9	-0.6	24.9	-5.2	0.5	11.3	2.1	-3.0
Cc1nc(=O)c(-c2ccccc2)c(C)n1CCCCCC(=O)O	-1.2	4.3	5.2	-3.9	12.2	-0.5	-4.8	9.5	2.3
CCc1ccc(C2=NN(CCC(=O)NCC3CCCO3)C(=O)CC2)cc1 (stereo unspecified)	-4.3	10.3	4.2	-10.6	-8.1	-0.5	17.1	-2.3	-17.8
C=CCOC(=O)C1=C[C@H](c2csc3ccccc23)[C@@H](CCCO)[C@H](OCC)O1	-2.3	-1.5	-22.2	17.9	5.8	-0.9	-20.0	16.5	-19.7
O=C(Cc1csc(N2CCOCC2)n1)N/N=C/c1ccc(Cl)cc1Cl	-1.2	8.8	1.8	-7.7	-2.0	1.6	19.2	3.5	-3.2
NC(c1csc(Nc2ccc(C(=O)c3ccccc3)cc2)n1)c1ccccc1Cl (stereo unspecified)	2.0	5.5	1.1	-8.3	1.1	3.1	8.7	12.9	nt
